# MgcRacGAP inhibition – MgcRacGAP GTPase-activating activity inhibitors, confirmation, biochemical, ADP Hunter fluorescence. MgcRacGAP-stimulated Rac1 GTP hydrolysis, ADP Hunter fluorescence; higher % means a stronger effect; GST-tagged Rac1 F28L mutant substrate. inhibition, % at 30 µM, or IC50 in µM where a hit was titrated. 340,000 tested, 0.6% active. AID 624330, 2012;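 active means first-screen hits whose inhibition reached a set limit at any dose in the follow-up dose series; inconclusive means inhibition above the set first-screen limit but never retested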;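 further: fluorescence reports GDP produced by GAP-driven GTP hydrolysis; strong numbers were not always called active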
# GPR55 LPI antagonism – GPR55 antagonists blocking LPI-driven arrestin recruitment, primary screen, imaging, U2OS, beta-arrestin-GFP, LPI agonist (AID 2013) | G-protein coupled receptor 55 (Homo sapiens) | 290,000 tested, 0.13% active | inhibition, % at 10 µM, or IC50 in µM where a hit was titrated | U2OS GPR55 beta-arrestin-GFP translocation imaging, LPI antagonism; higher % means a stronger effect;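 active means spots per cell inhibited over 60%, with over 100 cells counted and total cytoplasm intensity under 500,000; inconclusive means wells with under 100 cells, flagged as likely toxic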;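 further: U2OS cells stably carrying GPR55 and arrestin-GFP stimulated by 5 µM LPI near EC80; imaged beta-arrestin-GFP aggregate spots per cell after agonist stimulation; plate controls were LPI-stimulated DMSO wells for no effect and DMSO wells without LPI for full effect; some results filed as inactive read as strong as hits; confirmed hits need IC50 under 10 µM and bright autofluorescent wells are also inconclusive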
# NOD1 NF-kB reporter – NOD1 signaling inhibitors, primary screen, cell-based, luminescence, uHTS (AID 1578); NOD1-driven NF-kB luciferase reporter cells, luminescence; higher % means a stronger effect; one-dose inhibition, % at 4 µM; EC50 in µM for titrated hits; 290,000 tested, 1% active; in the data active means inhibition mostly above about 36%, no sharp cut-off; inactive means mostly below about 34%;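 further: HEK-293T reporter cells stimulated with the NOD1 agonist gamma-tri-DAP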
# UTI89 phage lysis – inhibition of K1F phage lysis, E. coli UTI89, bacterial capsule biogenesis inhibitors, alamar blue (AID 488966) | E. coli UTI89 K1F phage lysis, alamar blue, 2 h; higher % means a stronger effect | inhibition, % at 100 µM, or IC50 in µM where a hit was titrated | 340,000 tested, 0.02% active;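 active means phage lysis inhibition, versus mean bacterial control, above a set limit; inconclusive means no clear call, values can overlap the other calls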;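 further: capsule biogenesis inhibitors block K1F phage lysis so surviving cells raise fluorescence; higher fluorescence means more inhibition of phage lysis; actives were called in the ten point dose series up to 300 µM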
# KOR beta-arrestin-1 – KOR antagonists, beta-arrestin recruitment, cell-based, luminescence, uHTS (AID 1778) | Kappa-type opioid receptor (Homo sapiens) | KOR beta-arrestin recruitment, luminescence, antagonist mode; higher % means a stronger effect | inhibition, % at 10 µM, or IC50 in µM where a hit was titrated | 290,000 tested, 0.091% active; in the data active means inhibition above about 50%; further: strong numbers were not always called active
# GPR55 beta-arrestin – GPR55 agonists via beta-arrestin recruitment, primary screen, imaging, U2OS cells, beta-arrestin-GFP redistribution (AID 1961). G-protein coupled receptor 55 (Homo sapiens). U2OS GPR55 beta-arrestin-GFP redistribution imaging; higher % means a stronger effect. activation, % at 10 µM, or EC50 in µM where a hit was titrated. 290,000 tested, 0.048% active;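 active means activation above 40% with more than 50 cells counted in the well; inconclusive means wells holding fewer than 50 cells, flagged as toxic or sparse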;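 further: U2OS osteosarcoma cells stably expressing GPR55 and beta-arrestin-GFP; plate controls were DMSO negative control for no effect and LPI positive control for full effect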
# GPR35 antagonists – GPR35 antagonists blocking zaprinast-driven arrestin recruitment, primary screen, imaging, U2OS, beta-arrestin-GFP, zaprinast agonist (AID 2058). G-protein coupled receptor 35 (Homo sapiens). U2OS GPR35 beta-arrestin-GFP translocation imaging, zaprinast antagonism; higher % means a stronger effect. inhibition, % at 10 µM; hits with a dose series show IC50 in µM. 290,000 tested, 0.052% active;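 active means inhibition of at least 50% with at least 30 cells and total cytoplasm GFP at most 10,000,000; inconclusive means under 30 cells or total GFP of 10,000,000 plus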
# KOR beta-arrestin-2 – KOR agonists, beta-arrestin recruitment, primary screen, cell-based, luminescence, uHTS (AID 1777); Kappa-type opioid receptor (Homo sapiens); 280,000 tested, 0.02% active; KOR beta-arrestin recruitment, luminescence; higher % means a stronger effect; activation, % at 10 µM; hits with a dose series show EC50 in µM; in the data active means activation above about 50%, passing the limit was not always enough; further: a part of the inactive calls stands beside numbers as strong as those of hits
# NTR1 agonist – agonists of NTR1, primary screen, imaging, U2OS cells, beta-arrestin-GFP, high content (AID 493036); Neurotensin receptor type 1 (Homo sapiens), P30989; NTR1-U2OS beta-arrestin-GFP spot imaging, agonist mode; activation, % at 20 µM; 330,000 tested, 0.17% active;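 active means activation at or above 40% of the spot to cytoplasm intensity ratio, with at least 20 cells analyzed; inconclusive means wells under 20 cells, flagged as cytotoxic or low count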;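 further: 0% = DMSO without peptide and 100% = 100 nM NTR1 peptide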
# Target sequence (P30989 whole entry, looked up): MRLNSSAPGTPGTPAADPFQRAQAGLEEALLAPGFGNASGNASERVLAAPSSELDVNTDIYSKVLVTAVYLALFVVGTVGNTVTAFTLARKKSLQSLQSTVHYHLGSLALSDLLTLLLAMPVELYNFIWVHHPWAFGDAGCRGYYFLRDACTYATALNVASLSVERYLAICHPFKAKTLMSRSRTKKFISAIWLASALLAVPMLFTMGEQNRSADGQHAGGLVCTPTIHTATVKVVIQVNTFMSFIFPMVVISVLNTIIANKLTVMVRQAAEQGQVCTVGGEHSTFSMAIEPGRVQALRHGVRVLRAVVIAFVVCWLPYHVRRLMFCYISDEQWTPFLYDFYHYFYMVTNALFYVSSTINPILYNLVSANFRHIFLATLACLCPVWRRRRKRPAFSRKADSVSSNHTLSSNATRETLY
# NTR1 agonist cell count 20 µM – recorded beside NTR1 agonist, whose call it bears; cell count; measured here: cell count, cytotoxicity flag
# Starred values were filed as active, the others as inactive; ? = inconclusive; / = no result given; [ ] = remark or other dose. Some of the compounds tested; the hit share may differ from the screen's.
SMILES,MgcRacGAP inhibition,GPR55 LPI antagonism,NOD1 NF-kB reporter,UTI89 phage lysis,KOR beta-arrestin-1,GPR55 beta-arrestin,GPR35 antagonists,KOR beta-arrestin-2,NTR1 agonist,NTR1 agonist cell count 20 µM
O=C(COC(=O)c1cc[n+]([O-])cc1)NCC12CC3CC(CC(C3)C1)C2,0%,-3%,5%,5.0%,30%,0.2%,-10%,-1.8%,0.3,63
CCC1SC(N)=NC1=O (stereo not drawn),14%,13%,-8%,1.1%,-5%,-0.1%,6%,1.5%,0.1,49
O=C(NNC(=S)NC(=O)c1ccc(Br)cc1)c1ccc([N+](=O)[O-])cc1,18%,0%,-24%,-1.4%,-21%[20 µM],0.0%,1%,2.1%,9.0,47
O=C(NNS(=O)(=O)c1ccc2ccccc2c1)c1cc(-c2ccccn2)nc2ccccc12,12%,-12%,-24%,0.4%,-37%,-0.3%,9%,9.9%,1.1,95
C=CCNC(=S)/C(=C(/[O-])c1ccc([N+](=O)[O-])cc1)[n+]1ccccc1,10%,-15%,-11%,-1.3%,33%,-0.3%,13%,-6.1%,2.1,26
O=C(CSc1nccc(=O)[nH]1)NC1CCCc2ccccc21 (stereo not drawn),10%,18%,1%,0.1%,-10%,1.0%,1%,5.6%,1.2,56
CC(C)c1csc(CN2CCC(CO)(Cc3ccccc3)CC2)n1,5%,-1%,-14%,3.0%,-10%[20 µM],-0.1%,4%,/,0.4,39
O=S1(=O)CCC(N=Cc2ccc(-c3ccc(Cl)cc3)o2)C1 (stereo not drawn),3%,-7%,-49%,1.0%,-96%[20 µM],-0.1%,18%,1.0%,-0.6,29
CN(C)c1ccc(N=Nc2ccccc2C(=O)OCC(=O)N2CCCC2)cc1,11%,0%,-29%,4.2%,12%,-0.1%,-11%,-3.7%,0.7,46
Cc1cc(Cl)ccc1N1C(=O)CC(NNC(=O)c2cccnc2)C1=O (stereo not drawn),3%,6%,-7%,0.4%,12%,-0.3%,3%,4.1%,2.1,55
COc1cc(-c2nc(CN3CCN(CC(C)C)C(=O)[C@@H]3C)c(C)o2)ccc1F,0%,10%,-10%,-0.5%,-37%[20 µM],-0.1%,12%,/,0.0,71
CC(Nc1ccc(Cl)cc1)C(=O)NN (stereo not drawn),3%,-2%,0%,0.7%,12%,-0.2%,-8%,/,-0.8,48
COc1cccc(N(C(=O)c2ccco2)C(C(=O)NC2CCCC2)c2ccc(N(C)C)cc2)c1 (stereo not drawn),10%,2%,-7%,0.1%,14%,0.6%,-6%,-0.2%,4.4,40
COc1ccc(CC(=O)Nc2cc(Cl)ccc2N2CCCC2)cc1,5%,-6%,-11%,-0.4%,-20%,-0.3%,-5%,-0.6%,3.7,51
O=C(N/N=C/c1cccs1)c1ccc2c(c1)OCO2,3%,2%,-15%,-3.1%,13%,0.1%,-3%,-2.3%,1.3,54
NC(=O)c1csc(-c2ccncc2)n1,7%,7%,-12%,0.1%,-22%,0.6%,-12%,-1.9%,-1.5,74
COc1ccc(C2/C=C\CN(C(=O)Nc3ccc(C(F)(F)F)cc3)CC(=O)N2Cc2ccc(F)cc2)cc1 (stereo not drawn),7%,19%,22%,4.6%,28%,-0.1%,-19%,4.2%,15,66
NC(=O)CSc1nnc(COc2ccccc2)n1N,7%,0%,-4%,-0.1%,28%,0.0%,-2%,1.8%,2.0,54
Cc1ccccc1NS(=O)(=O)c1cc(C(=O)N2CCCC2)ccc1C,-5%,0%,-19%,-0.6%,40%,0.1%,-4%,-4.7%,-0.4,48
Cn1nccc1C(=O)Nc1sc2c(c1C#N)CCCC2,5%,20%,-37%,2.4%[50 µM],6%,-0.2%,-18%,-1.1%,1.9,58
COc1ccc(S(=O)(=O)N2CCN(c3nc4ccccc4nc3-n3nc(C)cc3C)CC2)cc1,/,18%,-14%,/,29%,0.3%,0%,1.0%,/,/
CCCC(CCC(=O)Nc1ccn(-c2ccccc2)n1)C(=O)O (stereo not drawn),4%,6%,1%,-0.2%,4%,0.2%,6%,4.1%,3.2,67
CC1CCN(C(=O)C2CCC(CNS(=O)(=O)c3cccc4cccnc34)CC2)CC1 (stereo not drawn),4%,-6%,6%,0.0%,-30%,-0.2%,6%,-0.1%,-1.6,58
CCOc1cc(/C=C(\C#N)c2[nH]nc(N)c2C#N)ccc1O,17µM*,1%,17%,-0.4%,-4%,-0.1%,14%,2.1%,2.8,69
CN(c1ccc(OCC(=O)OCC(=O)Nc2ccccc2F)cc1)S(=O)(=O)c1cccs1,3%,11%,-7%,0.4%,18%,-0.3%,7%,-1.2%,1.6,63

# Remaining list, next part:
SMILES,MgcRacGAP inhibition,GPR55 LPI antagonism,NOD1 NF-kB reporter,UTI89 phage lysis,KOR beta-arrestin-1,GPR55 beta-arrestin,GPR35 antagonists,KOR beta-arrestin-2,NTR1 agonist,NTR1 agonist cell count 20 µM
O=S(=O)(Nc1cccc(Br)c1)c1cccc2nsnc12,0%,0%,6%,0.3%,-2%,0.2%,4%,1.6%,-0.4,57
CCc1ccc(-c2nc(SCC(=O)N(CCOC)c3c(N)n(Cc4ccccc4)c(=O)[nH]c3=O)n[nH]2)cc1,4%,11%,-15%,0.2%[50 µM],27%,-0.1%,0%,-4.9%,-1.2,72
O=C(CC1SC(=O)N(Cc2ccccc2Cl)C1=O)Nc1nccs1 (stereo not drawn),13%,-4%,1%,0.2%,15%,0.7%,-6%,-0.7%,2.4,50
Cc1ccc(OCC(=O)NNC(=O)C(=O)N2CCCC2)c(C)c1,6%,5%,-18%,5.0%,-22%,-0.3%,3%,0.0%,1.3,56
Cc1ccc(-c2nn(C(C)(C)C)c3ncnc(N)c23)cc1,2%,-9%,58%,7.5%,-1%,0.2%,-7%,0.0%,0.7,35
C=CCC(NCc1ccco1)c1ccc(OC)cc1OC (stereo not drawn),/,-11%,-8%,/,-8%,0.6%,2%,-2.4%,0.2,55
O=C(Nc1ccccc1C(F)(F)F)c1cc(-c2ccco2)on1,6%,12%,-8%,-0.1%,-34%,0.3%,0%,-1.9%,-1.7,25
COc1ccc(C(=O)/C=C/Nc2cc(C)ccn2)cc1,-14%,13%,-3%,-2.9%,17%,-0.1%,-4%,-3.2%,1.9,55
Cc1cccc(C)c1OCCCCn1cnc2ccccc2c1=O,4%,-9%,14%,1.7%,-6%,0.0%,1%,-2.6%,0.7,56
O=C(COC(=O)C(O)C(O)C(=O)OCC(=O)c1ccc(C(F)(F)F)cc1)c1ccc(C(F)(F)F)cc1 (stereo not drawn),/,-4%,-8%,/,23%,-0.3%,14%,-2.7%,-0.2,51
O=C1N/C(=C/c2cccs2)C(=O)N1Cc1ccc(Br)cc1,6%,-7%,6%,0.4%,-30%,1.1%,2%,8.9%,-0.8,43
N/C(=N\OC(=O)Cc1cccs1)c1cccc([N+](=O)[O-])c1,8%,14%,-19%,1.9%[50 µM],-14%,0.1%,1%,10%,2.7,60
CC(=O)NC(Cc1ccccc1)C(=O)NC1CCN(C(=O)c2cnccn2)CC1 (stereo not drawn),7%,-1%,16%,5.5%,-77%,-0.2%,13%,-3.0%,-0.8,60
CCOc1ccc(N2CSC(=S)N(c3ccc(OCC)cc3)C2)cc1,17%,-5%,-4%,-0.6%,14%,-0.1%,-20%,-0.5%,0.8,44
CCCn1nc([N+](=O)[O-])c(C(C#N)c2nc3ccccc3s2)c(Cl)c1=O (stereo not drawn),16%,-7%,64%,-1.5%,8%,-0.1%,-15%,4.5%,11,41
COc1ccc(N2CCN(C(=O)c3ccc(CS(=O)(=O)c4ccc(Br)cc4)o3)CC2)cc1,11%,10%,31%,0.1%,5%,-0.1%,13%,2.6%,2.4,73
O=C(c1ccc(-c2ccccc2)cc1)N1CCN(c2ccccn2)CC1,4%,11%,/,-0.8%,-30%,0.0%,-7%,1.0%,6.2,27
CCCCOc1ccc(/C=C/C(=O)OCC(=O)N2CC(=O)Nc3ccccc32)cc1OCC,3%,-2%,42%,1.9%[50 µM],0%,?,6%,-1.4%,7.3,49
O=C(NC1CCCCCC1)c1cc2n(n1)C(C(F)(F)F)CC(c1ccco1)N2 (stereo not drawn),8%,6%,14%,-0.3%,14%,-0.3%,26%,-6.7%,-0.5,35
Cc1ccc(-n2ccc(-c3nn(-c4ccccc4)ccc3=O)n2)cc1,12%,-9%,10%,0.3%,-10%,-0.3%,0%,-3.6%,1.2,37
O=C(CC(c1ccccc1)c1ccccc1)Nc1nn[nH]n1,8%,-15%,1%,0.1%,-15%,-0.4%,3%,-1.9%,-0.2,60
CC(=NC(C)C)C1=C(O)CCC1=O,16%,-6%,1%,0.8%,-8%,0.5%,8%,4.6%,-1.3,33
COC(=O)NNC(=O)/C=C/c1ccccc1,-1%,5%,-26%,-0.7%,4%,0.1%,-2%,-1.1%,1.7,70
Cc1cc(-c2nnc(SCC(=O)Nc3ccc(F)c(F)c3)n2N)n[nH]1,12%,6%,-26%,0.1%,40%,-0.1%,-13%,-1.1%,-0.9,66
O=c1c2c3n(c(=O)nc2[nH]n1-c1ccccc1)CCCCC3,12%,-2%,9%,0.9%,31%,0.2%,-1%,-2.9%,-1.1,34
Cn1c(=O)c2[nH]c(CN3CCN(Cc4ccccc4)CC3)nc2n(C)c1=O,9%,16%,-17%,1.3%,8%,0.3%,8%,0.3%,-0.1,39
COc1cc2c(cc1OC)C(c1cccc(F)c1)CC(=O)N2 (stereo not drawn),-1%,11%,-25%,-1.7%,8%[20 µM],-0.1%,-3%,-1.3%,-1.1,51
COc1ccc(S(=O)(=O)N2CCC(C)CC2)cc1Br,5%,-1%,-18%,-1.7%,16%,0.0%,0%,1.4%,0.5,60
Cc1ccc(C(=O)Oc2ccc(C(=S)N3CCOCC3)cc2)cc1,7%,-4%,-8%,0.3%,-37%,0.6%,1%,0.8%,0.0,36
